Compound activity (PubChem)
JMJD2A Tudor inh: blocks the human JMJD2A Tudor domain. O75164. AlphaScreen JMJD2A-Tudor / H3K4me3 peptide binding. Potency, µM (titrated, usually from 114 µM), inactives show at the top dose activity change, negative = inhibition, usual class: inhibitors. 390,000 tested, 4.4% active. AID 504339; further: on the % scale 0 is the no-effect control and ±100 the full control effect; nearly all actives have a fitted effect of over 50% in size
GLS inhibitor: inhibitors of human glutaminase (GLS); GLS enzymatic activity, qHTS titration; Potency, µM (top dose mostly 45.5 µM), for the others: top-dose activity change, negative = inhibition, most hits filed as inhibitors; 410,000 tested, 0.21% active; AID 624170; O94925; further: on the % scale 0 is the no-effect control and ±100 the full control effect
Target sequence (O94925 whole entry, looked up): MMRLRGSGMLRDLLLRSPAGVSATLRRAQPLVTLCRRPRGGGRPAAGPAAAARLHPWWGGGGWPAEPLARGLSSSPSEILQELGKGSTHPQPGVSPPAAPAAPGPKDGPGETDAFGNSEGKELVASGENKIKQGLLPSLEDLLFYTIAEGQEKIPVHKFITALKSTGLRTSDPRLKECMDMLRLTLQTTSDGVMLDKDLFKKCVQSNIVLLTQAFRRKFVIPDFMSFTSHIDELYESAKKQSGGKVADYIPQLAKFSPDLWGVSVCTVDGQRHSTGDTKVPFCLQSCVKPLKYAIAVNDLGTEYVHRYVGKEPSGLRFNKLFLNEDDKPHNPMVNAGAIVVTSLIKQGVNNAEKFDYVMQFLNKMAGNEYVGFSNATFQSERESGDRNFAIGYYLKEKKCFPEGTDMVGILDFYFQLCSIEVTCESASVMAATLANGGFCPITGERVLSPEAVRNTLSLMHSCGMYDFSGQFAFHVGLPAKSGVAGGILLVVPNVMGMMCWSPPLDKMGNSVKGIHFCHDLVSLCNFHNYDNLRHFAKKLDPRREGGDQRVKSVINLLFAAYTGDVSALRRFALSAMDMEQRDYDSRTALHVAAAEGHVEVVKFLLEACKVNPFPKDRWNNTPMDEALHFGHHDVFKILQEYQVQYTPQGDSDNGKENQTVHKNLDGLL
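Glutamate formation by hKGA was monitored fluorometrically using coupled glutamate oxidase, HRP and Amplex Red. Substrate was added as 1 mM L-glutamine solution; incubation was 30 min at RT after an initial read.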
G9a block: blocks human histone lysine methyltransferase G9a. Q96KQ7. G9a H3K9 monomethylation, AlphaScreen, 2 h. Potency, µM (titrated, usually from 102 µM), for the others: top-dose activity, negative = inhibition, usual class: inhibitors. 350,000 tested, 8.8% active; further: on the % scale 0 is the no-effect control and ±100 the full control effect; nearly all actives have a fitted effect of over 75% in size
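AlphaScreen read-out: biotin-H3K9 peptide (500 nM) methylation by 20 nM enzyme with 20 uM SAM, 2 h at room temperature after 15 min compound preincubation; anti-monomethyl H3K9 antibody plus donor/acceptor beads, 10 min dark.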
BAZ2B block: BAZ2B (human) inhibition; AlphaScreen BAZ2B-H3K14Ac peptide displacement; Potency, µM (doses to about 114 µM), without a hit: at the top dose activity change, negative = inhibition, most hits filed as inhibitors; Q9UIF8; 360,000 tested, 4.4% active; further: on the % scale 0 is the no-effect control and ±100 the full control effect; nearly all actives have a fitted effect of over 60% in size
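Complex of BAZ2B and biotin-H3K14Ac (50 nM apiece) forms over 30 min at RT, then faces library compounds up to 110 uM for another 30 min; AlphaScreen beads added, 20 min dark incubation, luminescence read.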
Tb PGK inh: blocks T. brucei phosphoglycerate kinase. P07378. PGK/GAPDH coupled, Kinase-Glo luminescence, 60 min. Potency, µM (highest dose often 57.5 µM), inactives show top-dose activity change, negative = inhibition, hits mostly inhibitors. 380,000 tested, 0.043% active. AID 602233; further: on the % scale 0 is the no-effect control and ±100 the full control effect; nearly all actives have a fitted effect of over 60% in size
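Recombinant glycosomal PGK reaction used 1,3-bisphosphoglycerate generated in-well by GAPDH (100nM final) in 100mM TEA pH 7.6, 5mM MgCl2, 0.01% Tween-20. After 60 minutes at room temperature, ATP was read by Kinase-Glo Plus luminescence end-point.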
POLI inh: inhibitors of human DNA polymerase iota; Q9UNA4; Pol iota fluorescent replication assay, 10 min; Potency, µM (highest dose often 115 µM), inactives show at the highest dose activity, negative = inhibition, most hits filed as inhibitors; 390,000 tested, 1% active; AID 588590
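Pol iota at 10 nM preincubated 15 min with compounds at room temperature; reaction started with fluorescent substrate, 50 nM final. Fluorescence read kinetically at 0 and 10 min; buffer-only wells as negative control.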
BLM inh: inhibitors of human Bloom syndrome helicase BLM. P54132. AID 2528. recombinant BLM DNA unwinding, fluorescence dequenching. Potency, µM (series often up to 56.1 µM), for inactives: top-dose activity change, negative = inhibition, hits mostly inhibitors. 350,000 tested, 0.2% active;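 further: plate controls were vehicle for no effect and no enzyme for full effect; nearly all actives have a fitted effect of over 35% in size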
Pin1 inhibitor: inhibitors of human Pin1; Pin1 FP peptide displacement, HiFluor488, 10 min; 390,000 tested, 0.009% active; Q13526; Potency, µM (top dose mostly 115 µM), for the others: at the highest dose activity, negative = inhibition, usual class: inhibitors; active means well fitted inhibition curve with a large enough effect in the polarisation, with a control signal flat, not every such curve was filed as active; inconclusive means small, poorly fitted or top-dose-only effect, or effect the other way, or a change in a side signal; inactive means no such curve, though single readings can be large or run the other way; the % refers to the polarisation; further: on the % scale 0 is the no-effect control and ±100 the full control effect
Target sequence (Q13526 whole entry, looked up): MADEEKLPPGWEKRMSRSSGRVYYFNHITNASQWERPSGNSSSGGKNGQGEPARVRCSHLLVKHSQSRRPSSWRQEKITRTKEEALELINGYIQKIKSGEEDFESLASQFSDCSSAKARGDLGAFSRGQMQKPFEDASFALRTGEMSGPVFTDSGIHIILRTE
HP1b chromo inh: inhibitors of HP1-beta chromodomain binding to methylated histone tails; 390,000 tested, 0.56% active; Potency, µM (highest dose often 114 µM), without a hit: at the highest dose activity change, negative = inhibition, hits mostly inhibitors; P83916; AlphaScreen HP1-beta / biotin-H3K9me3 peptide binding; further: nearly all actives have a fitted effect of over 70% in size; inactives centre near 23
Target sequence (P83916 whole entry, looked up): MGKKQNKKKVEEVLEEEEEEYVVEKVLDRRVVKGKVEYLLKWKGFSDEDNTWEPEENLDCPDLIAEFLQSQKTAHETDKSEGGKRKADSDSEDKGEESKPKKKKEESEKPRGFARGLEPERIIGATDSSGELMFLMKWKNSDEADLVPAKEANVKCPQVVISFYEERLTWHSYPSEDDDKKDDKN
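Compound inhibition of the preformed complex between 50 nM HP1-beta and 50 nM biotinylated H3K9me3 peptide was read by AlphaScreen. Buffer was PBS pH 7.4 with 0.01% Tween-20. Incubations ran 30 min at room temperature, with 10 ug/mL donor/acceptor beads.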
An asterisk follows results filed as active; i = inactive; ? = inconclusive; . = no result given; & = joins results of further samples; [ ] = remark or other dose. Unless noted, the call rests on the fitted dose curve; in most records, active means well fitted curve in the direction sought with a large enough effect; inconclusive means small, poorly fitted or top-dose-only effect, or another doubt; inactive means no such curve, though single readings can be large; an effect the other way counts as inactive or inconclusive. Potency means the concentration at half of the fitted maximal effect. An excerpt; rates above refer to the full screens.

SMILES	JMJD2A Tudor inh	GLS inhibitor	G9a block	BAZ2B block	Tb PGK inh	POLI inh	BLM inh	Pin1 inhibitor	HP1b chromo inh
CN(Cc1ccccc1NCC(=O)Nc1ccccc1C#N)C1CCCCC1	-18%	3%	3%	-22%	i	44%[activator]	-1%	1%	33%
CCCCCCC(=O)Nc1nc(C)c(-c2csc(Nc3ccc(Cl)cc3)n2)s1	?	10%	?	?	i	?	-3%	20%	?
Cc1cc2nc(CS(=O)(=O)c3ccccc3)cc(=O)n2[nH]1	-16%[11.4 µM]	12%	?	-9%	-9%	75%[activator]	-1%	-3%	7%
CC(C)n1c(O)c(N=NC(=O)CNC(=O)CCc2ccccc2)c2ccccc21	-11%	0%	14%	-34%	2%	26%	2%	-8%	38%
CCCN(CCC)C(=O)CSc1nc2n[nH]c(C)c2c(=N)n1-c1ccc(OC)cc1	-24%	12%	?	?	-9%	24%	-7%	0%	28%
Cn1cccc1C(=O)NC(=O)COC(=O)c1cc(Cl)ccc1[N+](=O)[O-]	-24%	2%	-2%	-15%	-9%	69%[activator]	-5%	1%	31%
COCCn1c(C)cc(C(=O)COC(=O)CCS(=O)(=O)c2ccc(C)cc2)c1C	-31%	-1%	5%[59 µM]	-33%	-10%	49%[activator]	.	0%	-26%
CCN(CC)c1nn2c(=O)c(C(=O)NCc3ccc(OC)cc3OC)cnc2s1	-12%	-2%	-1%[59 µM]	-13%	2%	-3%	1%	-3%	18%
CCC(=O)N1CCN=C1SCc1ccccc1Cl	15%	0%	-5%	2%	-11%	3%	1%	1%	71%[activator]
OCCN(CCO)CC(O)CN1c2ccccc2Sc2ccccc21 (stereo unspecified)	?	5%	?	-19%	-3%	27%	1%	-7%	32%
Cc1nc(N)sc1C(=O)Nc1ccccc1	?	15%	50µM*	-29%	-6%	?	-1%	3%	24%
COc1ccc(-n2c(C)nn(C)c2=O)cc1	-18%	12%	-1%	-5%	2%	9%	-1%	-2%	26%

Sorted by the number under BLM inh (rising): some entries from above
SMILES	JMJD2A Tudor inh	GLS inhibitor	G9a block	BAZ2B block	Tb PGK inh	POLI inh	BLM inh	Pin1 inhibitor	HP1b chromo inh
Cn1cccc1C(=O)NC(=O)COC(=O)c1cc(Cl)ccc1[N+](=O)[O-]	-24%	2%	-2%	-15%	-9%	69%[activator]	-5%	1%	31%
CN(Cc1ccccc1NCC(=O)Nc1ccccc1C#N)C1CCCCC1	-18%	3%	3%	-22%	i	44%[activator]	-1%	1%	33%
CCC(=O)N1CCN=C1SCc1ccccc1Cl	15%	0%	-5%	2%	-11%	3%	1%	1%	71%[activator]

(further entries)
SMILES	JMJD2A Tudor inh	GLS inhibitor	G9a block	BAZ2B block	Tb PGK inh	POLI inh	BLM inh	Pin1 inhibitor	HP1b chromo inh
O=C1/C(=C/C=C/c2ccco2)SC(=S)N1c1ccc(O)cc1	-31%[11.4 µM]	?	13µM*	32µM*	?	?	?	?	28µM*
CCN(CC)C(=O)CC(c1ccc(OC)cc1)c1c(OC)cc(OC)c2ccc(=O)oc12 (stereo unspecified)	?	-9%	23%[59 µM]	-14%	-6%	79µM*	-14%&-2%	2%&-1%	2%&10%
CCN1CCN(CCCNC(=O)c2cc3c(s2)-c2ccccc2OC3)CC1	-5%&-4%	15%&0%	10%	3%&5%	-7%&6%	-9%&-8%	-3%&-6%	-7%&-1%	55%&27%[activator]
COC(=O)c1sc2nc(CSc3nc4ccc(C)cc4[nH]3)[nH]c(=O)c2c1C	-24%	0%	?	13%	-1%	5%	-8%	?	14%
O=C(c1cccs1)n1nc(-c2ccc(Cl)cc2)nc1NCc1ccco1	-16%	.	9%[12.7 µM]	0%[57.1 µM]	i	7%	-15%	19%	43%[activator]
CC(c1ccccc1)n1c(CCCO)nc2ccccc21 (stereo unspecified)	-19%	0%	8%	4%	-3%	10%	-2%	3%	37%
COc1ccc(CNC(=O)COC(=O)c2cccs2)cc1	-15%	0%	16%	13%	-2%	47%[activator]	2%	-1%	-2%
CCNC(=O)c1ccc(C)c(-n2c(C)nc3cccnc32)c1	-2%	-8%	-4%[59 µM]	-11%	-9%	17%	-1%	-10%	25%
CNC(=O)CN(C)S(=O)(=O)c1ccc(OC)c(Cl)c1	-6%	8%	2%[59 µM]	4%	1%	5%	-1%	3%	11%
O=C(NC(=S)N1CCCCCC1)c1ccccc1Cl	-14%	-2%	53%[activator][59 µM]	1%	-4%	21%	-3%	0%	10%
COc1cc2[nH]c(=O)n(CCC(=O)NCc3cccnc3)c(=O)c2cc1OC	13%[57.1 µM]	-2%	-19%[12.7 µM]	-4%	-9%	4%	-2%	15%	16%
CCOC(=O)c1c(C)[nH]c(C)c1C(=O)COC(=O)[C@@H](NC(=O)c1ccco1)C(C)C	-7%	-15%	.	.	-9%	73%[activator]	.	8%	12%
O=C(NC1CC(=O)N(c2ccc(F)cc2)C1)c1cccs1 (stereo unspecified)	2%	5%	1%[59 µM]	0%	i	19%	3%	-4%	29%
CCOc1cc(-c2nnc(SCC(=O)NCc3ccccc3)nc2-c2ccc(OC)c(OCC)c2)ccc1OC	?	9%	7.9µM*	50µM*	i	?	-7%	?	7%
COc1ccccc1N1CCN(CC(O)COc2ccc(C)cc2C)CC1 (stereo unspecified)	-33%	3%	-27%	-15%	i	-2%	4%	-1%	8%
CCOC(=O)C1CCCN(CCC(=O)Nc2ccc(OC)cc2OC)C1 (stereo unspecified)	2%	8%	2%[59 µM]	-1%	i	1%	-1%	2%	22%
Cc1ccc(N2C(N)=C(C#N)C(c3cccnc3)C3=C2CC(C)(C)CC3=O)cc1 (stereo unspecified)	-10%	19%	?	4%	7%	3%	-2%	1%	45%[activator]
Cc1c(C#N)c(N=CN(C)C)c(C(=O)c2ccc(Br)cc2)n1-c1ccc(Cl)cc1	?	0%	-17%	?	i	5%	-12%	-1%	-17%
CCOC(=O)N1CCN(c2ccc(O)cc2)CC1	35µM*	3%	2.8µM*	8%	-6%	-10%	-2%	-2%	-69%
COc1ccc(S(=O)(=O)N2CCN(Cc3cccc(OC)c3OC)CC2)cc1	-9%	1%	0%[0.501 µM]	-11%	-2%	9%	-7%	6%	21%
CCCCCCCCCCCCCCCC(=O)OCC1OC(n2ccc(N)nc2=O)C(O)C1O (stereo unspecified)	0%	1%	.	.	i	19%	.	-1%	21%
O=C(CSc1ccc(-c2ccc(F)cc2)nn1)NC1CCCCC1	-16%	-3%	17%[59 µM]	6%	i	42%[activator]	1%	1%	5%
CCC(=O)Nc1ccc(S(=O)(=O)NCc2ccc3c(c2)CCN3C(=O)c2ccc(C)cc2)cc1	-14%	5%	-1%[59 µM]	3%	i	-5%	-1%	?	19%[57 µM]
CC1=C(C#N)C(c2cccnc2)C2=C(CCCC2=O)N1 (stereo unspecified)	2%[11.4 µM]	20%	-11%[59 µM]	0%	5%	9%	-8%	-2%	6%

A section from further up, as a working copy:
SMILES	JMJD2A Tudor inh	GLS inhibitor	G9a block	BAZ2B block	Tb PGK inh	POLI inh	BLM inh	Pin1 inhibitor	HP1b chromo inh
O=C(NC1CC(=O)N(c2ccc(F)cc2)C1)c1cccs1 (stereo unspecified)	2%	5%	1%[59 µM]	0%	i	19%	3%	-4%	29%
CCOc1cc(-c2nnc(SCC(=O)NCc3ccccc3)nc2-c2ccc(OC)c(OCC)c2)ccc1OC	?	9%	7.9µM*	50µM*	i	?	-7%	?	7%
COc1ccccc1N1CCN(CC(O)COc2ccc(C)cc2C)CC1 (stereo unspecified)	-33%	3%	-27%	-15%	i	-2%	4%	-1%	8%

Continuation:
SMILES	JMJD2A Tudor inh	GLS inhibitor	G9a block	BAZ2B block	Tb PGK inh	POLI inh	BLM inh	Pin1 inhibitor	HP1b chromo inh
CCc1nnc(NC(=O)CN2CCN(Cc3ccccc3C)CC2)s1	-21%	0%	.	5%	5%	143%[activator]	0%	6%	23%
CCCCC(=O)OCC(=O)c1ccc(OCC)cc1	37%[activator]	0%	5%[59 µM]	155%[activator]	.	4%	1%	-1%	48%[activator]
CN=C(C)/C(C(=O)OC)=C(/O)c1ccc(Cl)cc1Cl	1%	0%	3%	-2%	5%	11%	-2%	-1%	20%
O=C(CCC(=O)N(CC(=O)NC1CCCCC1)Cc1ccco1)Nc1nccs1	5%	-4%	?	-22%	9%	-8%	-1%	-2%	17%
O=S(=O)(c1ccc(F)cc1)N1CCc2ccccc21	16%	-2%	30%	5%	i	15%	-2%	5%	77%[activator]
COC(=O)CC1Oc2ccccc2N(Cc2ccc(C)cc2)C1=O (stereo unspecified)	-25%[11.4 µM]	25%	-8%[59 µM]	4%	-2%	-7%	-7%	-2%	18%
O=C1CSc2ccc(C(=O)O)cc2N1	-13%	-1%	?	-5%	i	2%	1%	0%	-14%
COc1ccc(C2=NO[C@@H]3C(=O)N(c4cccc(C)c4C)C(=O)[C@H]23)cc1OC	-20%	-7%	23%[59 µM]	5%	0%	14%	-2%	-6%	20%
Cc1c(-c2nc(-c3ccc4c(c3)[nH]c(=O)n4C)no2)cccc1[N+](=O)[O-]	-4%	7%	17%[59 µM]	4%	2%	7%	-1%	5%	15%[57 µM]
CCN(CC(=O)NCc1ccc(F)cc1)C(=O)c1ccc(C)o1	-5%	2%	7%	-2%	-1%	11%	-2%	-9%	18%
O=C(OCc1ccccc1)N1CCOCCN(C(=O)OCc2ccccc2)CCOCC1	-6%	4%	-1%	-20%	-9%	114%[activator]	-5%	-1%	43%[activator]
COC(=O)NCC12CC3CC(C1)CC(CNC(=O)OC)(C3)C2	-8%[57.1 µM]	-6%	-2%[59 µM]	-5%	5%	1%	0%	-1%	-18%
CCC(C)NC(=O)CN(c1ccc2c(c1)OCO2)S(=O)(=O)c1c(C)n[nH]c1C (stereo unspecified)	-11%	-2%	15%	-5%	-3%	15%	1%	-2%	40%[activator]
O=C(Nc1cccn(Cc2c(Cl)cccc2Cl)c1=O)c1ccc(Cl)cc1Cl	-10%	-17%	24%	-7%	-6%	4%	-6%	22%	54%
O=C(NCc1ccco1)c1cc(-c2cccnc2)nc2ccc(Cl)cc12	-11%[11.4 µM]	-14%	14%[59 µM]	1%	0%	-9%	-3%	10%	1%
OC(CN1CCOCC1)c1ccc(F)cc1 (stereo unspecified)	20µM*	4%	-41%	50µM*	.	?	-2%	-10%	?
COC(=O)CCS(=O)(=O)c1cc(Cl)ccc1Cl	-11%	7%	21%	4%	-1%	18%	-1%	0%	36%
